Bioassay records as filed in PubChem.
Growth percent in the NCI-60 one-dose screen (48 h, 10 µM unless noted): 100 = growth as untreated, 0 = no growth, -100 = all killed.
HL-60(TB) = HL-60(TB) leukemia cells | actives 9% (n = 78,000); active = growth percent below 10
Numbers without * were called inactive; & = joins results of further samples; [ ] = another dose, or the depositor's remark.

mol | HL-60(TB)
CCOC(=O)c1cccnc1Nc1ccc(N=C2C(=O)Nc3ccc(Br)cc32)cc1 | 112
CC1(C)[C@@H](OC(=O)c2cccnc2)CC[C@]2(C)[C@H]3C(=O)C=C4[C@@H]5C[C@@](C)(C(=O)O)CC[C@]5(C)CC[C@@]4(C)[C@]3(C)CC[C@@H]12 | 88
O=C(O)c1ccc(N=Cc2c(O)n(CC(=O)c3ccc(Cl)cc3)c3ccccc23)cc1 | 122
COC1=C[C@H]2[C@@H](C#N)CC3(C(=O)c4ccc(Br)cc4)C[C@H](C#N)[C@H](C1)N23 (stereo partly specified) | 97
Cc1ccc2nc(NC(=O)CSc3nc(NN)c(C#N)c(-c4ccccc4)n3)sc2c1 | 97
CC/C(=C(/c1ccc(Cl)cc1)c1ccc(OCCN2CCOCC2)cc1)c1ccc(OC)cc1 | 100
OCCCc1ccco1 | 92
Cc1ccc(-c2nc(-c3cn(C)c4ncccc34)cs2)cc1 | 16[100 µM]
ClC1=NC(Cl)C(Cl)=N/C1=N\c1ncn[nH]1 (stereo unspecified) | -65*
CC(=O)Nc1nc(-c2n[nH]c(=S)n2C)cs1 | 106
Cc1ccc(C(C)C)cc1C(O)CN1CCCCC1 (stereo unspecified) | 116
CCOC(=O)C1O[N+]([O-])=C(c2ccc(OC)cc2)C1c1cc(OC)c(OC)c(OC)c1 (stereo unspecified) | 113
COC(=O)C(Cc1ccccc1)n1cc(COc2nc(Cl)nc(N3CCCC3)n2)nn1 (stereo unspecified) | 103
Cc1cccc(NC(=O)[C@@H]2c3ccccc3C(=O)N(c3ccccc3)[C@H]2c2ccccc2)n1 | 65
CN(C)CCC(=O)C(=Cc1ccccc1Cl)C(=O)CCN(C)C | 97
O=C(COc1ccc(/C=C2\COc3ccccc3C2=O)cc1)c1ccc(Cl)cc1 | 85
N#C/C(=C\c1ccc(-c2ccccc2)cc1)c1ccccc1 | 93
COc1nc(OC)nc(-c2cc(-c3ccc(OC)c(F)c3)no2)n1 | 90
O=C(Nc1ccccc1)n1ncc2cc(Nc3ccnc(Cl)n3)ccc21 | 108
COc1cc(C(CC(=O)c2ccccc2)CC(=O)c2ccccc2)ccc1O | 95
c1ccc(CC2=NCCCS2)cc1 | 103
CCCCCCNc1nc(NCCCCCC)c2[nH]c(NCCCCCC)nc2n1 | -60*
COC(=O)Nc1nc2ccc(C3(c4ccc(F)cc4)OCCO3)cc2[nH]1 | -25*
S=C(Nc1ccccc1)Nc1nnc(Cc2ccc(Cl)cc2)s1 | 104
COc1ccc2[nH]c(=O)c(CSc3nccc(-c4ccc(OC)c(OC)c4)n3)cc2c1 | 17
CNC(c1ccccc1)c1ccccc1 | 107
Cc1cc(N(CCCl)CCCl)ccc1C=Nc1cccnc1 | 41
CCOCCOC(=O)Nc1ccc(C)c(NC(=O)OCCOCC)c1 | 101
CN1CCC(=O)N1 | 103
C1=C(c2ccccc2)n2cnc3ncnc(c32)S1 | 108

(further entries)
mol | HL-60(TB)
O=C(O)CCCC(=O)Nc1ccc(NC(=O)Nc2ccc(Cl)c(C(F)(F)F)c2)cc1 | 88
Cn1c2ccc(Br)cc2c2nnc(Sc3no[n+]([O-])c3-c3ccccc3)nc21 | 93
COC(=O)c1nc(N)nc(C(=O)OC)c1C(=O)c1ccc([N+](=O)[O-])cc1 | 100
COc1ccc(CSc2nc3ccc(Cl)cc3c(=O)n2-c2ccc(OC)cc2)cc1 | 106
CC(C)CC(CC(C)C)NCCO | 109
O=c1[nH]c(=S)[nH]cc1Sc1ccc(Cl)cc1 | 100
CCS(=O)(=O)N[C@@H]1O[C@H](COC(C)=O)C(OC(C)=O)[C@H](OC(C)=O)C1OC(C)=O (stereo partly specified) | 117
O=C(c1cc2ccccc2[nH]1)N(CC(F)(F)F)[C@H]1CCC[C@@H](NCc2cccc(F)c2)C1 | 101
COc1nc(N)nc(-n2c(-c3ccc([N+](=O)[O-])cc3)nc3ccccc32)c1NCc1ccc([N+](=O)[O-])cc1 | 103
COc1cccc2c1CCC1=CC(=O)CCC12C (stereo unspecified) | 88
COc1ccc(C2Nc3ccccc3-n3cccc32)cc1 (stereo unspecified) | 113
COc1c(O)cc(Br)c(C=O)c1[N+](=O)[O-] | 108
C=CCCCCCCCCC1OCC(C)(C)C(C(C)C)O1 (stereo unspecified) | 101
Cc1ccc(NC(=O)CC2C(=O)N(Cc3ccccc3)c3nc4ccccc4n32)cc1 (stereo unspecified) | 98
Cn1c(SCC(=O)c2ccc(F)cc2)nc2ccccc2c1=O | 98
Cc1nn(-c2ccccc2)c(N2CCOCC2)c1-c1nc2ccc(C(=O)NN=Cc3ccc(O)cc3)cc2[nH]1 | 103
O=C(N/N=C/c1ccccc1O)C(O)(c1ccccc1)c1ccccc1 | 35
N#CCC(=O)Nc1nnc(-c2ccc(Cl)cc2)o1 | 100
Cc1nn(-c2cc(-c3ccccc3)no2)c(N)c1C | 73
O=C1c2cccc(NCCN=Cc3cc(O)ccc3O)c2C(=O)c2c(NCCN=Cc3cc(O)ccc3O)cccc21 | -73*
CCCCCCCCCCCCCCCCOc1ccc(S(=O)(=O)NC(C)(C)C)cc1[N+](=O)[O-] | 116
O=C1CCC(=O)N1Cc1ccccc1 | 102
Cc1cccc2c1CC1(C2=O)C2C=CC(C2)S1=O (stereo unspecified) | 102
COc1ccc(-c2nnc(-c3ccc4c(c3)nc(-c3ccccc3)n4C3CCCCC3)o2)cc1 | 17
c1ccc2c(c1)CCCc1nnc3nc4ccccc4n3c1-2 | 34
CCCCC(C)NC(=O)c1ccccc1 (stereo unspecified) | 100
CCC(=O)Oc1ccc(/C(=C(/C)Cc2cccc(OC)c2)c2ccc(OCCN3CCCCC3)cc2)cc1 | 114
COc1cccc(-c2c(C#N)c(-c3cccs3)nc3c2c(-c2ccccc2)nn3-c2ccccc2)c1 | 106
CC(=O)OC1CCCCC1C1CCCCC1 (stereo unspecified) | 109
OC(COc1ccc(Cl)cc1)CN1CCN(c2ccc(Cl)cc2)CC1 (stereo unspecified) | 102

Compounds above with bromine (4):
mol | HL-60(TB)
CCOC(=O)c1cccnc1Nc1ccc(N=C2C(=O)Nc3ccc(Br)cc32)cc1 | 112
COC1=C[C@H]2[C@@H](C#N)CC3(C(=O)c4ccc(Br)cc4)C[C@H](C#N)[C@H](C1)N23 (stereo partly specified) | 97
Cn1c2ccc(Br)cc2c2nnc(Sc3no[n+]([O-])c3-c3ccccc3)nc21 | 93
COc1c(O)cc(Br)c(C=O)c1[N+](=O)[O-] | 108

Further compounds:
mol | HL-60(TB)
CCCCCCCCCCCCCC[n+]1ccc2c(C)c3c(c(C)c2c1)c1cc(O)ccc1n3CC | -41*
CC1(C)CC(=O)C2=C(C1)N(CCO)c1cc3c(cc1C2c1cccc(F)c1)OCO3 (stereo unspecified) | 87
Cc1cc(=O)oc2cc(OS(=O)(=O)N3CCCC3)ccc12 | 96
Cc1ccc2sc(C3CCCN(CC(=O)Nc4c(C)nn(-c5ccccc5)c4C)C3)nc2c1 (stereo unspecified) | 64
O=[N+]([O-])c1ccc(Nc2nc(NCCN3CCOCC3)ncc2[N+](=O)[O-])cc1 | 102
O=C(Nc1nc2ccc(Br)cc2s1)c1ccccc1 | 98
O=C1C(Cl)=C(Oc2cccc3cccnc23)C(=O)c2ccccc21 | 90
COc1ccc(NC(=O)Cn2c(-c3nonc3N)nc3ccccc32)cc1Cl | 96
CC1=C/C(=N\OCC(=O)O)CC(c2ccc(C(C)C)cc2)C1 (stereo unspecified) | 96
CC1=CC(C)=Nn2c(nc3sc4c(c3c2=O)CCN(C)C4)N1c1ccc(Cl)cc1 | 97
COc1cccc(OCC(O)CN2CCN(c3ccc(C)cc3)CC2)c1 (stereo unspecified) | 99
c1ccc(COc2ccc(Nc3ncnc4sc5c(c34)CCCC5)cc2)cc1 | 98
COc1c(C)c(C)c(OC)c2c1[nH]c(=O)c1c3cccnc3cn21 | 112
NCCCNc1nc2ccccc2c2c(=O)c3cc(Cl)ccc3sc12 | -57*
COc1nc2cc(OCc3ccccc3)ccc2cc1-c1nc2c(cnn2-c2ccc(Br)cc2)c(=O)[nH]1 | 107
Cc1ccc(/C=C2\Oc3cc(C)c(Cl)cc3C2=O)cc1 | 102
CCN(CC)c1cc(C)c2cc(NC(=O)c3cccc(OC)c3)ccc2n1 | 85
O=C(NO)c1ccc(Cn2c(=O)n(CCc3ccccc3)c(=O)c3ccccc32)cc1 | 36
O=C(CSc1nnc(-c2cc(-c3ccc(Cl)cc3)nc3ccccc23)o1)c1ccccc1 | 94
CCN(CC)S(=O)(=O)c1ccc(-c2nc(C(Cl)Cl)nc3cc(-c4ccccc4)nn23)cc1 | 79
COc1ccc(C(=O)C[n+]2cccc3ccccc32)cc1 | 110&98
N#Cc1c(NC(=O)CN(Cc2ccccc2)Cc2ccccc2)sc2c1CCCC2 | 102
Clc1nc2ccccc2nc1CI | 94
C=C(C)[C@@H]1CC[C@]2(C(=O)n3ccnc3)CC[C@]3(C)[C@H](CC[C@@H]4[C@@](C)(CCC(=O)O)[C@H](C(=C)C)CC[C@]43C)[C@@H]12 | 86
CC(=O)Nc1ccc(S(=O)(=O)N/N=C(\C)CCC(=O)O)cc1 | 97
COc1ccc(CN2C(=O)N(c3cccnc3Cl)S(=O)(=O)c3ccccc32)cc1F | 95
CCCCNC(=S)NS(=O)(=O)c1ccc(CCN2C(=O)/C(=C/c3ccc(Cl)cc3)N=C2C)cc1 | 106
CN(C)c1ccc(N)cc1 | 39&95
Oc1ccc2ccccc2c1Cl | 110
COc1cc(-c2ccc3c(=O)n(C)c(SC)nc3n2)cc(OC)c1OC | 68

Rewritten as labelled records: entries from further up.
molecule: COc1ccc(C(=O)C[n+]2cccc3ccccc32)cc1
  HL-60(TB) = 110&98
molecule: N#Cc1c(NC(=O)CN(Cc2ccccc2)Cc2ccccc2)sc2c1CCCC2
  HL-60(TB) = 102

The main list resumes; the two compounds before the break are reprinted first.
mol | HL-60(TB)
Oc1ccc2ccccc2c1Cl | 110
COc1cc(-c2ccc3c(=O)n(C)c(SC)nc3n2)cc(OC)c1OC | 68
CC(=O)NS(=O)(=O)c1ccc(NC(=O)CSC2=NC(c3ccccc3)C(C(C)=O)=C(C)N2)cc1 (stereo unspecified) | 97
Clc1ccc(SCSc2nc3ccccc3s2)cc1 | 104
CS(=O)(=O)N(c1ccccc1[N+](=O)[O-])S(C)(=O)=O | 105
C=C(c1ccc(C(=O)O)c(F)c1)c1cc2c(cc1C)C(C)(C)C=CC2(C)C | 86
C=C(CNCCc1ccc(O)cc1)[C@@H]1CC[C@]2(CO)CC[C@]3(C)[C@H](CC[C@@H]4[C@@]5(C)CCC(N)C(C)(C)[C@@H]5CC[C@]43C)[C@@H]12 (stereo partly specified) | -47*
C/C(=C(\c1ccc(O)cc1)c1ccc(OCCN2CCCCCC2)cc1)c1ccc(Cl)cc1 | -49*
Cc1nc(C)c(CN2CCn3c(nnc3C(F)(F)F)C2)s1 | 103
CCOC(=O)C(Cc1c[nH]c2ccccc12)NC(=O)C(Cc1ccccc1)NC(=O)C(Cc1cnc[nH]1)NC(=O)OCc1ccccc1 (stereo unspecified) | 89
COc1nc2ccccc2cc1/C=[N+](\[O-])c1ccccc1 | -18*
COc1ccc(-c2nc3ccc(-c4nnc(SCC(=O)Nc5cc(OC)c(OC)c(OC)c5)o4)cc3[nH]2)cc1 | 101
CCC/C(=N/NC(N)=O)c1ccco1 | 77
COc1ccccc1/C=N/NC1=NC2C(N1)N(C)C(=O)N2C (stereo unspecified) | 107
O=S(=O)(NCCCNc1nccc(-c2c(-c3ccc(F)cc3)nc3sccn23)n1)c1ccc(F)cc1 | 35
CCCCC[n+]1ccc(SCC(=O)N(C)c2ccc(OC)cc2)c2ccccc21 | 99
COc1ccc(S(=O)(=O)N2CCN(c3oc(-c4ccc(C)cc4)nc3C#N)CC2)cc1 | 121
COc1ccc(/C=C2/SC(=Nc3c(C)nn(-c4ccccc4)c3N)NC2=O)cc1 | 17
C=CCn1c(SCC(=O)Nc2ccc(C(=O)/C=C/c3ccc(Cl)cc3)cc2)nnc1-c1ccc(Br)cc1 | 76
COc1cc(NC(=O)COc2cc(O)c3c(=O)cc(-c4ccccc4)oc3c2)cc(OC)c1 | 86
COc1cc(-c2cc(/C=C3\CCc4ccccc4C3=O)[nH]n2)cc(OC)c1OC | 82
COc1cc(-c2cc(-c3cccc(OCC(=O)O)c3)[nH]c(=O)c2C#N)cc(OC)c1OC | 81
CCC1(c2ccccc2)C(=O)Nc2ccc(OC)cc21 (stereo unspecified) | 101
O=C(COc1ccc(-c2nc3ccc([N+](=O)[O-])cc3[nH]2)cc1)N=Nc1c(O)[nH]c2ccccc12 | 100
COC(=O)CC1CC1C1Cc2c(nc(N(C)S(C)(=O)=O)nc2C(C)C)-c2ccc(F)cc21 (stereo unspecified) | 59
Cc1ccc(C(=O)N2CCn3c(nnc3C(F)(F)F)C2)cc1 | 101
Cc1ncsc1-c1ccc(CNC(=O)[C@@H]2C[C@@H](O)CN2C(=O)[C@@H](NC(=O)C2(F)CC2)C(C)(C)C)c(OCCOCCOCCOCCOc2nc(Nc3cc(S(C)(=O)=O)ccc3N[C@@H](c3cccc4c3OC(F)(F)O4)c3ncccc3Cl)nc(N3CCNCC3)n2)c1 | 72
COc1ccccc1N=Nc1c(S(=O)(=O)O)cc2cc(NC(=O)Nc3ccc4c(O)c(N=Nc5c(N)ccc6cc(S(=O)(=O)O)ccc56)c(S(=O)(=O)O)cc4c3)ccc2c1O | 104
CN(C)c1ccc(/C=C2\Oc3cc(O)ccc3C2=O)cc1 | 103
NS(=O)(=O)c1ccc(C(=O)N/N=C/c2cn(S(=O)(=O)c3ccccc3)c3ccccc23)cc1 | 98
COc1ccc(N=Nc2cc(OC)c(N)cc2OC)cc1 | 66
Cn1ncc2c(Sc3ccc(Cl)cc3)ncnc21 | 81
COc1ccc(-c2nn(-c3ccc(S(C)(=O)=O)cc3)cc2/C=N/O)cc1 | 103
COc1ccc(NC2=CC(=O)C(C)=C(C)C2=O)cc1OC | 44

Only part of the results is shown; count on the stated rates, not on these rows.
